FUS yeast rescue: rescues growth of FUS-expressing yeast. AID 1347120. actives 0.24% (n = 390,000). Potency, µM (titrated, usually from 76.6 µM), without a hit: top-dose growth rescue (activation), most hits filed as activators. S. cerevisiae FUS-expressing, growth rescue, OD600, 24 h;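 further: potency means the concentration at half of the fitted maximal effect; plate controls were DMSO vehicle for no effect and reference control for full effect; nearly all actives have a fitted effect of over 55% in size; some results filed as inactive show a strong effect at the top dose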
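Compound concentration series was pinned onto galactose-induced FUS-expressing yeast seeded at OD 0.005. Plates sat 24hr at 30C; absorbance at 600 nm gave growth. DMSO served as background control.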
EPAC2 agonist: agonists of human EPAC2 (RAPGEF4); actives 0.079% (n = 360,000); EPAC2 activation, biochemical qHTS; response scale: 100% = 6.5 mM cAMP response; AID 720711; Potency, µM (series often up to 154 µM), inactives show at the top dose activation, usual class: activators; further: potency means the concentration at half of the fitted maximal effect; nearly all actives have a fitted effect of over 50% in size
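Nucleotide exchange monitored as fluorescence drop when BODIPY-GDP leaves Rap1B. Reaction: 100 nM EPAC2, 250 nM RAP1B-BODIPY-GDP, 50 uM GDP, room temperature, kinetic read over 30 min. Activity expressed relative to 6.5 mM cAMP.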
DRD3 antagonist: D3 dopamine receptor (human) antagonism | P35462 | D3R cells, DiscoveRx beta-arrestin luminescence, antagonist mode; active compounds read low | max response, negative = inhibition, % | actives 2.5% (n = 360,000) | AID 652054; in the data active means max response below about -50%; inconclusive means no clear call, values can overlap the other calls; further: on the % scale 0 is the no-effect control and ±100 the full control effect; mostly tested at two doses, the higher about 12 µM
Target sequence (P35462 whole entry, looked up): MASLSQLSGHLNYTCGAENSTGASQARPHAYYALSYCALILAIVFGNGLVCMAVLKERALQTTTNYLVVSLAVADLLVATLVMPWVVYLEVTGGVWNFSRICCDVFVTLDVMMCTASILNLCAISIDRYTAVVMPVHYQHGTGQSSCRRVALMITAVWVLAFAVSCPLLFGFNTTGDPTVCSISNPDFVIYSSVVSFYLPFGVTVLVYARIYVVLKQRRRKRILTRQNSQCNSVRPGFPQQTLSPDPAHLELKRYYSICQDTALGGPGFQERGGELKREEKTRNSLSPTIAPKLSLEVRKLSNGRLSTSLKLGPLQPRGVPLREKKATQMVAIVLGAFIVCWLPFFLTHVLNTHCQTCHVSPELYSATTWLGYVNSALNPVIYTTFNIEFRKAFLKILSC
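Cells expressing the human receptor were seeded at 1500 cells/well, incubated overnight at 37 degrees C in 5% CO2, then exposed to library compounds with dopamine controls for 90 minutes at 37 degrees C before luminescent detection.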
DRD3 agonist: D3 dopamine receptor (human) agonism. D3R DiscoveRx beta-arrestin cells, luminescence, 90 min. max activation, %. actives 0.58% (n = 410,000). AID 652048; in the data active means max activation above about 30%; further: 0% is about no effect; mostly tested at two doses, the higher about 12 µM
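Agonist mode: compounds and dopamine controls were applied to plated cells for 90 min at 37 degrees C after an overnight attachment at 1500 cells/well. Luminescent read-out followed 30 - 60 minutes at room temperature with DiscoveRx detection reagent.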
Abeta yeast res: A-beta toxicity reversal in yeast | yeast expressing A-beta42, growth rescue, OD600, 48 h; response scale: 0% DMSO, 100% iron-clioquinol control | AID 1347071 | actives 0.063% (n = 410,000) | Potency, µM (series often up to 46.1 µM), for inactives: at the highest dose growth rescue, usual class: activators; further: potency means the concentration at half of the fitted maximal effect; nearly all actives have a fitted effect of over 55% in size
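Growth rescue measured by 600 nm absorbance after 48 h yeast culture at 30 C with compound. Values normalized between DMSO and an equimolar ferric chloride plus clioquinol control.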
TDP43 rescue: inhibitors of TDP-43 toxicity in yeast. TDP-43 expressing yeast growth rescue, BacTiter-Glo, 24 h. actives 1.8% (n = 410,000). Potency, µM (series often up to 46.1 µM), for inactives: at the top dose growth rescue (activation), actives largely listed as activators. AID 652104; further: potency means the concentration at half of the fitted maximal effect; % of control where 0% means no effect; nearly all actives have a fitted effect of over 50% in size
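Cell-based yeast growth screen: TDP-43 expression induced in galactose, inoculum OD600=0.02 after raffinose pregrowth to mid-log. Read-out BacTiter-Glo luminescence at 24 hr, 30 deg C; inhibition of toxicity seen as signal increase.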
aSyn rescue: inhibitors of alpha-synuclein toxicity in yeast | actives 0.14% (n = 370,000) | AID 652106 | Potency, µM (titrated, usually from 46.1 µM), inactives show top-dose growth rescue (activation), hits mostly activators | Yeast expressing alpha-synuclein, growth rescue, BacTiter-Glo, 24 h; further: potency means the concentration at half of the fitted maximal effect; % of control where 0% means no effect; nearly all actives have a fitted effect of over 65% in size
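Readout is rescue of growth in alpha-synuclein-expressing yeast, so inhibitors of toxicity appear as activators. Growth after 24 hr at 30 deg C in galactose medium is quantified by luminescence.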
EPAC2 antagonist: blocks human EPAC2 exchange factor; Q8WZA2; EPAC2 GEF exchange of Rap1B-BODIPY-GDP, fluorescence; Potency, µM (top dose mostly 114 µM), for inactives: top-dose activity, negative = inhibition, most hits filed as inhibitors; actives 0.18% (n = 360,000); further: potency means the concentration at half of the fitted maximal effect; on the % scale 0 is the no-effect control and ±100 the full control effect; nearly all actives have a fitted effect of over 45% in size; many of its hits are not listed in these tables
Numbers without * were called inactive; u = inconclusive; x = no result given; [ ] = dose if it differs, or a comment. Unless noted, the call rests on the fitted dose curve; in most records, active means well fitted curve in the direction sought with a large enough effect; inconclusive means small, poorly fitted or top-dose-only effect, or another doubt; inactive means no such curve, though single readings can be large; an effect the other way counts as inactive or inconclusive. The list is partial (hit frequency here may not be typical).

Compound | FUS yeast rescue | EPAC2 agonist | DRD3 antagonist | DRD3 agonist | Abeta yeast res | TDP43 rescue | aSyn rescue | EPAC2 antagonist
O=C1Nc2ccccc2C1C(C[N+](=O)[O-])c1ccccc1 (stereo unspecified) | 24% | 6% | -14 | 10 | -11% | 1% | 2% | -22%
CNC(=O)[C@@]1(Cc2ccccc2)C=C[C@@H](C)N1C(C)=O | -1% | -1% | 0 | 14 | 2% | 17% | 1% | -2%
CC(=O)Cn1cnc2sc(-c3ccccc3)cc2c1=O | 16% | -2% | -1 | 2 | -30% | 18% | 1% | 0%
CCOc1ccc(-n2cc(-c3ccccc3)c3c(NC4CCCC4)ncnc32)cc1 | 43% | x | x | 0 | -20% | u | x | x
Cc1ccccc1NC(=O)c1oc2c(c1C)-c1nn(Cc3cccc(Cl)c3)cc1CC2 | 26% | x | x | -3 | -2% | 6% | x | x
CC(=O)NC(Cc1ccccc1C)C(=O)NC1CCN(C(=O)NCc2ccccc2)CC1 (stereo unspecified) | -16% | -6% | -12 | 4 | -12% | -20% | -4% | 25%
CCCCc1ccc(NC(=O)CSc2nnc(C)c(=O)n2N)cc1 | 18% | -11% | -10 | 6 | -4% | 6% | 0% | 2%
CC(/C=C/c1ccc(O)cc1)=N/O | -11% | 12% | 0 | 7 | -9% | -3% | -5% | -4%
CCN(CC)CCCN=C(C)C1=C(O)c2ccccc2C1=O | 21% | 3% | 21 | 1 | 3% | -15% | 2% | 4%
CCc1c(C(=O)N/N=C/c2ccc(C)o2)csc1C | 5% | 0% | 6 | -1 | -17% | 19% | -26% | 13%
COc1ccccc1Oc1ccc(S(=O)(=O)NCc2ccccn2)cc1 | 13% | -1% | -79* | 15 | 17% | -2% | 5% | -2%
CC(=O)Nc1ccc(NC(=O)C2CCCN2S(=O)(=O)c2ccc3c(c2)CCCC(=O)N3)cc1 (stereo unspecified) | 13% | x | x | 2 | -15% | 12% | x | x
CCCCCNC(=O)C(c1ccc(OC)cc1)n1c(=O)c(-c2cc3ccccc3[nH]2)nc2ccccc21 (stereo unspecified) | u | 5% | 29 | 2 | 15% | u | 22% | 0%
Cc1ccc(C)c(N(C(=O)Cn2nnc3ccccc32)C(C(=O)NC(C)(C)C)c2ccsc2)c1 (stereo unspecified) | -13% | -12% | -13 | 1 | 3% | -18% | -9% | 2%
CC1(C)CC(=O)c2cc(-c3nc(-c4ccc(Cl)cc4)cs3)c(=O)[nH]c2C1 | 1% | x | x | -12 | 10% | 5% | x | x
COc1ccc(CC(=O)NNC(=O)c2ccc(Br)o2)cc1 | -6% | 6% | -3 | 10 | 2% | -5% | -6% | 0%
Cc1ccc2c(c1)N(C(=O)c1ccco1)C(C)(C)c1ssc(=S)c1-2 | 32% | -2% | u | -7 | -15% | -17% | 5% | -11%
CCCc1ccc(C(=O)NC(=O)c2ccccc2O)cc1 | -4% | 9% | 4 | 23 | -43%[inhibitor] | -18% | -34%[inhibitor] | 1%
CC(C)(C)c1cnnn1-c1ccc(/C=N/Nc2ccc([N+](=O)[O-])cc2)cc1 | 5% | 23% | -57* | -16 | -1% | 7% | -9% | -10%
O=C(COC(=O)CNC(=O)c1ccc(Cl)c([N+](=O)[O-])c1)NNC(=O)c1cccs1 | 8% | 0% | 9 | 0 | -4% | -11% | 0% | -5%

In another format: two of the compounds above.
Cc1ccc2c(c1)N(C(=O)c1ccco1)C(C)(C)c1ssc(=S)c1-2
- FUS yeast rescue: 32%
- EPAC2 agonist: -2%
- DRD3 antagonist: u
- DRD3 agonist: -7
- Abeta yeast res: -15%
- TDP43 rescue: -17%
- aSyn rescue: 5%
- EPAC2 antagonist: -11%

CCCc1ccc(C(=O)NC(=O)c2ccccc2O)cc1
- FUS yeast rescue: -4%
- EPAC2 agonist: 9%
- DRD3 antagonist: 4
- DRD3 agonist: 23
- Abeta yeast res: -43%[inhibitor]
- TDP43 rescue: -18%
- aSyn rescue: -34%[inhibitor]
- EPAC2 antagonist: 1%

Further entries:
Compound | FUS yeast rescue | EPAC2 agonist | DRD3 antagonist | DRD3 agonist | Abeta yeast res | TDP43 rescue | aSyn rescue | EPAC2 antagonist
COc1ccc(C/C(N)=N/O)cc1 | x | 3% | 2 | 5 | 21% | 1% | 0% | 8%
COc1ccc(/C=C/C(=O)Nc2nc3n(n2)C(c2ccccc2)C=C(c2ccc(Cl)cc2)N3)cc1 (stereo unspecified) | 43% | x | x | -19 | -15% | -12% | x | x
c1ccc(CNc2nc(CN3CCOCC3)nc3scc(-c4ccccc4)c23)cc1 | 23% | 5% | 5 | -12 | -14% | u | -1% | 10%
COc1ccc(C2=NS(=O)(=O)N(C)C(C(=O)N3CCCCC3)=C2)cc1 | -3% | -3% | -8 | 2 | 2% | 4% | 1% | 2%
COC(=O)C[C@H]1c2ccccc2S(=O)(=O)N1C(C)C | -15% | 6% | 17 | -3 | -8% | 20% | -5% | 0%
O=C(COc1ccc(F)cc1)N(c1ccccn1)C1CCCCC1 | x | 19% | 2 | -3 | -8% | 9% | -5% | -7%
c1ccc(CSc2nc3ncncc3[nH]2)cc1 | 11% | 11% | -3 | 5 | 3% | -7% | -6% | 5%
O=C(O)/C=C(\Oc1ccccc1)C1(O)CCCCC1 | -28% | 2% | 1 | -3 | 8% | 14% | 7% | 7%
Cn1c(=O)c(=O)n(C)c2cc(N3CCCC3)c(NC(=O)c3ccccc3F)cc21 | -20% | x | x | 1 | -2% | -3% | x | x
COc1ccc(CC(=O)Nc2ccc(S(=O)(=O)N3CCCCC3)cc2)cc1OC | 6% | 8% | 5 | 8 | 9% | 0% | 13% | -7%
Cc1ccc(F)cc1S(=O)(=O)N1CCC(c2nc3ccccc3s2)CC1 | -15% | x | x | -10 | -36% | 10% | x | x
CC(C)(C)c1nc(NCCO)c2nnn(Cc3ccccc3)c2n1 | 41% | 7% | 17 | 21 | u | 21% | 14% | -13%
COc1ccc(S(=O)(=O)Nc2nnc(CC(C)(C)C)s2)cc1 | -2% | 0% | 16 | -1 | 5% | 5% | 8% | 5%
Cc1ccc(F)cc1CNC(=O)C1CCC(=O)N(CCc2ccccc2)C1 (stereo unspecified) | 10% | -1% | -11 | 2 | -8% | -10% | -1% | 3%
COc1cc(/C=N/n2c(-c3cc(C)[nH]n3)n[nH]c2=S)cc(OC)c1OC | -2% | 12% | -51* | -8 | -15% | -12% | -6% | -3%
Cc1cc(/C=N/NC(=O)c2ccc(O)cc2)c(C)n1CC(C)C | 18% | 12% | 0 | -4 | -28% | -7% | -2% | 5%
CC1CC(=O)C(C2c3ccccc3CCN2C(=O)CCl)C(=O)C1 (stereo unspecified) | -30% | 0% | 25 | -3 | 11% | 18% | 10% | 9%
COc1ccc(Nc2cc(C)nc(NCc3ccccc3)n2)cc1 | 10% | 9% | -29 | -13 | -4% | 2% | -1% | -10%
Cc1ccc(S(=O)(=O)N2CCC(C(=O)NCCCN3CCOCC3)CC2)cc1C | 10% | 9% | 9 | 10 | 9% | 2% | 0% | 3%
CCOc1ccc(C(=O)c2ccccc2C(=O)O)cc1OCC | -1% | 1% | -9 | 8 | 2% | -7%[0.397 µM] | -8% | -3%

New compounds follow
Compound | FUS yeast rescue | EPAC2 agonist | DRD3 antagonist | DRD3 agonist | Abeta yeast res | TDP43 rescue | aSyn rescue | EPAC2 antagonist
Cc1ccc(C)c(NC(=O)Cn2c(=O)n(Cc3ccc4c(c3)OCO4)c(=O)c3ccccc32)c1 | -29% | x | x | 4 | -2% | 16% | x | x
CC1CCN(S(=O)(=O)c2ccc3nc(N4CCN(c5ccc(F)cc5)CC4)ccc3c2)CC1 | -27% | x | x | 4 | -4% | 23% | x | x
CCC(=O)c1ccc(N2CCN(C(=O)c3cccc(F)c3)CC2)c(F)c1 | 3% | 7% | 1 | 1 | -8% | u | 7% | -32%
O=C(COC(=O)Cn1cnc2ccccc21)Nc1ccccc1C(F)(F)F | -19% | -3% | 3 | 2 | -25% | -15% | -8% | 4%
COc1ccc(Nc2nc3ccccc3n3cnnc23)cc1 | 22% | -1% | 3 | -21 | -25% | -10% | -8% | 2%
CC(C)=CCc1c(O)cc(O)c2c1OC(c1ccc(O)cc1)CC2=O (stereo unspecified) | 15% | 7% | 0 | 1 | -77%[inhibitor] | -90%[inhibitor] | -49%[inhibitor] | u
CC(C)C(=O)COc1c2occc2cc2ccc(=O)oc12 | 4% | 9% | 5 | -10 | 6% | u | 3% | -6%
CCN(CC)c1ncnc2c1nnn2C | -9% | 7% | 14 | 5 | 6% | -1% | 2% | -3%
COC(=O)c1c(-c2cccs2)csc1NC(=O)COc1ccc(C(C)(C)C)cc1 | 5% | x | x | 3 | -4% | -2% | x | x
CC[C@@H](C)[C@@H]1CN([C@@H](CN2CCC[C@H]2CN2C(N)=NC[C@H]2C(C)C)C(C)C)C(=N)N1CCCC1CCCC1 | 2% | 4% | -25 | -65 | -17% | 3% | 0% | 14%
O[C@H]1CN(CC2CCCCC2)[C@@H](c2ccc(Cl)cc2)C[C@@H]1n1cc(-c2ccc(F)cc2)nn1 | 15% | 9% | 0 | -7 | 18% | u | -19% | 2%
O=C(CN1CCOCC1)NN=C1CCCCCCCCCCC1 | 12% | 4% | 13 | 1 | -7% | -28% | -5% | 18%
CCOC(=O)c1ccc(NC(=O)CCCc2nc(-c3cc(OC)c(OC)c(OC)c3)no2)cc1 | 33% | x | x | 4 | 18% | 0% | x | x
CCC1CCCCN1C(=O)COc1cccc2c1CCN(C)C2=O (stereo unspecified) | -3% | 2% | 3 | 4 | 3% | 19%[9.22 µM] | 1% | -3%
COc1cccc(CN(CC(=O)NC2CCCC2)C(=O)CCC(=O)Nc2cc(C)on2)c1 | 13% | 2% | 12 | 3 | 2% | 16% | 1% | 6%
COc1cc(/C=C2/C(=O)NN(c3cccc(Cl)c3)C2=O)cc(OC)c1O | -9% | -4% | 20 | 2 | 9% | 20% | 1% | -16%
Fc1ccc(-c2nc3ccc(Br)cn3c2Cc2ccsc2)cc1 | -3% | 4% | 16 | 5 | -43%[inhibitor] | u | -16% | -15%
CCOc1ccc(-c2nc(CSCC(=O)NCc3ccco3)c(C)o2)cc1 | 4% | 10% | 74 | 2 | -13% | u | 0% | -3%
Cc1noc(C)c1COc1ccccc1C(=O)N1CCN(S(=O)(=O)c2ccc(C(C)C)cc2)CC1 | u | -7% | 14 | -1 | 4% | 14% | 2% | -26%

Screening results deposited in PubChem BioAssay by National Center for Advancing Translational Sciences (NCATS).
